Compound activity (PubChem)
UPR CHOP act: apoptotic UPR (CHOP) activation. CHO-CHOP luciferase reporter, luminescence; percent of tunicamycin response over DMSO baseline. activation, % at 10 µM. actives 0.34% (n = 330,000);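 active means at 10 µM dose, activation of 40% or more, normalized to positive control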;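 further: 100% = tunicamycin at 10 µg/mL and 0% = DMSO alone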
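System: CHO-CHOP luciferase reporter cell line; amount: 500 cells/well; buffer or medium: F12 medium containing 10% fetal bovine serum; incubation: 6 h compound exposure at 37 °C after overnight seeding; measured by: luciferase luminescence after 10 min with Steady-Glo reagent; evaluation: % reporter activation, DMSO baseline versus tunicamycin full activation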
Mdm2-MdmX inh: inhibitors of human Mdm2/MdmX interaction | O15151+Q00987 | SaOS-2 split-luciferase Mdm2/MdmX complementation, luminescence | inhibition, % at 8 µM | actives 3% (n = 330,000) | AID 485346;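 active means inhibition of at least 50% at 8 µM in the primary screen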
CCR6 antag: antagonists of human CCR6 receptor; P51684; CHO-K1 CCR6 PathHunter beta-arrestin, luminescence, CCL20-stimulated; inhibition, % at 20 µM; actives 0.49% (n = 340,000); AID 493098;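 active means compounds whose inhibition of the agonist-driven luminescence signal at 20 µM reaches about 50%, limit read from the data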;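 further: cells stimulated with CCL20 at 14 nM final; plate controls were DMSO with CCL20 for no effect and DMSO without agonist for full effect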
EBI2 antag: blocks human EBI2 receptor beta-arrestin signaling; P32249; EBI2 beta-arrestin recruitment, luminescence, 7a,25-OHC stimulated; inhibition, % at 5 µM; actives 0.81% (n = 360,000); in the data active means inhibition above about 38%;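 further: enzyme fragment complementation signal reports receptor beta-arrestin coupling in cells; 0% = agonist plus DMSO wells and 100% = wells without agonist; some results beyond the cut were filed as inactive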
Target sequence (P32249 whole entry, looked up, the tested form may be a part): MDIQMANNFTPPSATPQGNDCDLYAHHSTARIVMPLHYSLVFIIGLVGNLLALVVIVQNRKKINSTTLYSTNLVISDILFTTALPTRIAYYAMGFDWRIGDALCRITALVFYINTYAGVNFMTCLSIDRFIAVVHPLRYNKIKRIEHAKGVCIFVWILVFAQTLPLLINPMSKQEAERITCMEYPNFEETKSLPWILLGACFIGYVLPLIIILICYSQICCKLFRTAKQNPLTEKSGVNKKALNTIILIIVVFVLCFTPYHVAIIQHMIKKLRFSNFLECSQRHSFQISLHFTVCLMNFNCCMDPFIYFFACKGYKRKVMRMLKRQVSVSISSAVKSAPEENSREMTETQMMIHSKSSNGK
APJ agonist: activates the human apelin receptor APJ; P35414; CHO-K1 APJ PathHunter beta-arrestin, luminescence; 0% DMSO wells, 100% apelin; activation, % at 20 µM; actives 0.11% (n = 330,000);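 active means activation more than six SD over the plate average, tested at 20 µM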;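 further: 0% = DMSO alone and 100% = apelin-13 at 10 nM; some results filed as inactive read as strong as hits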
Target sequence (P35414 whole entry, looked up): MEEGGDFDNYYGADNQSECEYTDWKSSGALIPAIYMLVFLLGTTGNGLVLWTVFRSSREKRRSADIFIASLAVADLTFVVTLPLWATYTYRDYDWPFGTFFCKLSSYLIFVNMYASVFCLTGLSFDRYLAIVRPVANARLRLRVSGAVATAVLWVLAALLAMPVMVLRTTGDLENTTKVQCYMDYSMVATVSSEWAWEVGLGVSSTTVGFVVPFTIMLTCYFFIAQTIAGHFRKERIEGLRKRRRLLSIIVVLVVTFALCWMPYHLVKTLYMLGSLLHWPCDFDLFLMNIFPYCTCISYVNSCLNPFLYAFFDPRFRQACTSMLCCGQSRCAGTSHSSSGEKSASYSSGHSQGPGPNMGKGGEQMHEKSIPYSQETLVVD
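Assay system – PathHunter CHO-K1 APJ (AGTRL-1) beta-arrestin reporter cells · Compound – one dose, 20 µM compound, 1% DMSO · Timing – compound 90 min 25 °C, reagent 1 h · Measured by – luminescence from split beta-galactosidase complementation, Galacton Star/Emerald II substrate · Measure – beta-arrestin recruitment to APJ as agonist activity, luminescent signal · Benchmarks – DMSO vs Apelin-13 10 nM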
XBP1 UPR activ: activators of adaptive arm of unfolded protein response (XBP1); activation, % at 20 µM; CHO-XBP1 luciferase reporter, IRE1-XBP1 UPR activation, luminescence; percent of tunicamycin response, DMSO as zero; AID 463104; actives 0.33% (n = 330,000);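 active means versus positive control, 20 µM dose yields 30% or more activation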;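 further: 100% = tunicamycin at 10 µg/mL and 0% = DMSO only wells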
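Test system: CHO-XBP1 luciferase reporter cells | Buffer or medium: Serum-containing F12 medium, 10% FBS | Schedule: 6 h compound exposure at 37 °C, 5% CO2 | Detection: Steady-Glo luciferase glow luminescence, 10 min after reagent addition | Read-out basis: Activation, % of tunicamycin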
tim23-1 inh: inhibits growth of tim23-1 mutant yeast; actives 1.3% (n = 330,000); inhibition, % at 20 µM; S. cerevisiae tim23-1 growth, BacTiter-Glo luminescence, 24 h;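 active means growth inhibition of the mutant yeast at or above 50%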;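 further: temperature-sensitive mutant grown at 25 °C; plate controls were DMSO-treated mutant yeast for no effect and medium wells lacking yeast for full effect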
CXCR6 block: CXCR6 (human) receptor inhibition; AID 602244; actives 0.36% (n = 360,000); O00574; CHO-K1 PathHunter CXCR6 beta-arrestin, luminescence; inhibition, % at 20 µM; in the data active means inhibition above about 34%, passing the limit was not always enough;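 further: antagonist mode with CXCL16 agonist at 10 nM final; 0% = 10 nM CXCL16 with DMSO and 100% = unstimulated wells without agonist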
Target sequence (O00574 whole entry, looked up): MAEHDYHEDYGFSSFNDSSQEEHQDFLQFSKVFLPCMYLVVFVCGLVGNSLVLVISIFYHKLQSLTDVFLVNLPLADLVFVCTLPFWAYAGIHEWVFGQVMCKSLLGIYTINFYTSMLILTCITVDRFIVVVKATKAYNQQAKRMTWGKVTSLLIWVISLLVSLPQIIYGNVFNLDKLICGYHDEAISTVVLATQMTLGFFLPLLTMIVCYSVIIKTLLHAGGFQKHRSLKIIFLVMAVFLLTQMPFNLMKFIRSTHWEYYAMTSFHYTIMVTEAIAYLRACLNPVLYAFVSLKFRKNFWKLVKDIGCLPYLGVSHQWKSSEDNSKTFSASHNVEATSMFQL
APJ antag: APJ receptor antagonism. P35414. CHO-K1 APJ beta-arrestin complementation, luminescence. inhibition, % at 20 µM. actives 0.32% (n = 330,000). AID 2521;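 active means inhibition above about 40% at 20 µM, limit read from the data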;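 further: cells challenged with 10 nM apelin-13 agonist together with compound; plate controls were apelin-13 plus DMSO wells for no effect and DMSO wells lacking apelin-13 for full effect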
* marks the source's active call; other numbers are inactive results; / = no result given. Only part of the results is shown; the hit share may differ from the screen's.

The line under a structure holds: CXCR6 block | CCR6 antag | APJ antag | Mdm2-MdmX inh | EBI2 antag | APJ agonist | tim23-1 inh | UPR CHOP act | XBP1 UPR activ
O=C(c1cccs1)N(CCN1CCCCC1)CC1CCCN(C2CCCC2)C1 (stereo not given)
→ 8 | 0 | 13 | 4 | -10 | -2 | -20 | 4.1 | 3
CN(CC(=O)Nc1cccc(F)c1)C(=O)/C=C/c1cn(Cc2ccccc2)nc1-c1cccnc1
→ 3 | 3 | 15 | 14 | 28 | -3 | 7 | 2.4 | 2
CNS(=O)(=O)c1cccc(C(=O)OCC(=O)c2ccc3c(c2)OCCO3)c1
→ -1 | 8 | 21 | 7 | -12 | 7 | 37 | -2.1 | -1
CCC(C)NC(=O)CSc1nnc(-c2ccoc2C)n1CC1CCCO1 (stereo not given)
→ -4 | -8 | 0 | -31 | -12 | 5 | 7 | 0.6 | 3
N#CCC(=N)N1CCN(c2ccc(F)cc2)CC1
→ 0 | 11 | 2 | 11 | 7 | -4 | 3 | -1.1 | -2
COCCNC(=O)C(c1cccc(OC)c1)N(C(=O)Cn1nnc2ccccc21)c1cccnc1 (stereo not given)
→ -1 | 9 | -9 | 9 | 3 | -6 | 7 | 1.9 | -1
COCCn1c(N)c(N(Cc2ccccc2)C(=O)c2oc3ccccc3c2C)c(=O)[nH]c1=O
→ -8 | 10 | -19 | 2 | -2 | -1 | 14 | -1.7 | -2
Cc1cccc(C(C)C)c1NC(=O)COC(=O)CN1C(=O)C2CC=CCC2C1=O (stereo not given)
→ 7 | 11 | 10 | 29 | -19 | -3 | 0 | -1.3 | 0
CCc1ccc(C(=O)NNc2ccc(F)cc2)cc1
→ 14 | 16 | 30 | -23 | 5 | -8 | 14 | -1.2 | 1
CC1(C)CC(NC(=O)COc2ccc(Cl)cc2Cl)CC(C)(C)N1
→ -5 | -2 | 6 | -10 | -1 | 3 | -9 | 4.4 | -4
CCCNS(=O)(=O)c1ccc(OCC(=O)N(C)Cc2ccccc2)cc1
→ 0 | 10 | 17 | -12 | 3 | 0 | 6 | -0.8 | 1
O=C(COC(=O)C1CCN(/C=C/C(=O)C(F)(F)F)CC1)Nc1ccccc1
→ 5 | -2 | 3 | 17 | -5 | -3 | 10 | 0.0 | -1
CC(=O)N1CCc2cc(S(=O)(=O)NC(Cc3ccccc3)C(=O)O)ccc21 (stereo not given)
→ 4 | 6 | 10 | -33 | -10 | 9 | 2 | -2.6 | 0
COCCCNC(=O)CSc1nc2c(sc3ccccc32)c(=O)n1CCCC(=O)NCC1CCCO1 (stereo not given)
→ 16 | 1 | 17 | 0 | -8 | 0 | 17 | 0.3 | 1
Cc1ccc2cc(CCNC(=O)CCCc3ccccc3)c(=O)[nH]c2c1C
→ 6 | 9 | 6 | 26 | -2 | -2 | -8 | 1.0 | -3
O=C(NC(=S)Nn1cnnc1)c1ccccc1
→ 12 | 12 | 1 | -22 | 7 | 3 | 21 | 2.6 | 4
COc1cc2c(cc1OC)C(c1cccc(F)c1)CC(=O)N2 (stereo not given)
→ 3 | 0 | 13 | 0 | -4 | 1 | 7 | -0.2 | -4
COc1ccc(CNC(=O)c2nc(S(=O)(=O)Cc3ccccc3)ncc2Cl)cc1
→ 50* | 45 | 8 | 77* | 40 | 13 | 42 | 164* | -8
Cc1ccc(C(=O)OCC(=O)NC2CCCc3ccccc32)o1 (stereo not given)
→ -6 | 7 | 1 | 4 | -9 | 0 | 9 | -1.7 | 1
Cc1ccc(/C=C/C(=O)OCC(=O)NCCc2ccc(S(N)(=O)=O)cc2)o1
→ 2 | 11 | 12 | 12 | -11 | 0 | 3 | 0.6 | -3
COc1cc(/C=C/C2=NNC(=O)CC2)cc(OC)c1OC
→ -6 | -1 | 3 | 18 | 3 | -2 | 4 | 1.3 | 0
COc1ccc(-c2cc(C(=O)NCCCN3CCOCC3)no2)cc1
→ 0 | 3 | -19 | 12 | -16 | -2 | -6 | -0.7 | 1
Cc1ccc2c(C)nc(Nc3nc(CSc4nnc(C)s4)cc(=O)[nH]3)nc2c1
→ -2 | 7 | 6 | 26 | 6 | -5 | 16 | 1.3 | 5
O=C(NC(=O)N1CCN(c2ccc([N+](=O)[O-])cn2)CC1)c1ccccc1F
→ 3 | 11 | 15 | -7 | 9 | -1 | 15 | 0.1 | 0
Cc1nc(-c2noc(-c3cccc(Cl)c3)n2)c(C(F)(F)F)o1
→ 10 | 12 | 13 | 12 | 9 | -1 | -5 | 1.4 | 0
Cc1c(NS(=O)(=O)c2ccccc2)c(=O)n(-c2ccccc2)n1C
→ 1 | 0 | 1 | -8 | -9 | -4 | -8 | 1.8 | 0
O=S(=O)(c1ccc2ccccc2c1)N1CCN(C2CCN(Cc3ccccc3)CC2)CC1
→ 2 | 2 | 8 | 1 | 3 | -1 | -22 | -1.5 | 1
CCOc1ccc2[nH]c(=O)c(CN(Cc3ccc(F)cc3)C(=O)c3ccco3)cc2c1
→ 6 | 24 | 10 | 47 | 5 | -2 | 12 | 0.8 | 1
COc1ccc(CCN2CC(C(=O)Nc3ccccc3F)CC2=O)cc1OC (stereo not given)
→ -10 | 6 | 3 | -13 | 6 | 12 | -10 | -0.1 | -2
O=C(O)CC1(CC(=O)NCc2ccc(-c3cccs3)cc2)CCCCC1
→ 3 | 11 | 15 | -11 | -16 | 1 | 19 | 0.6 | -4
CN=c1oc2ccc(Cl)cc2cc1C(N)=O
→ 4 | 0 | 4 | 42 | -1 | 0 | 23 | -0.7 | -1
CCN(c1ccccc1)P(=O)(Nc1ccccc1)Nc1ccccc1
→ 10 | 6 | 3 | 19 | 2 | -3 | 16 | 0.4 | -1
O=C(CSc1nc2ccccc2c(=O)n1-c1ccccc1Cl)NCC1CCCO1 (stereo not given)
→ 5 | 8 | 7 | 5 | -3 | -2 | 25 | 1.3 | 1
O=C(c1ccc(Cl)cc1)c1coc2ccc(O)cc12
→ -6 | -8 | 2 | -160 | -11 | -1 | 25 | 5.2 | 8
COc1cc(Cl)cc(C=O)c1OCC(=O)O
→ -1 | 19 | -9 | -3 | 8 | 8 | 19 | 0.4 | -1
CC(C)(O)C#Cc1ccc(C(=O)NC2CCCCC2)s1
→ -6 | 12 | 4 | -42 | 0 | 0 | 8 | 2.9 | 4
CC1=C(C#N)C(=O)N(C2CCS(=O)(=O)C2)C(=O)/C1=C\c1ccc(C)o1 (stereo not given)
→ / | / | 5 | 5 | / | -1 | 13 | 0.7 | -2
COc1ccc(CN(C(=O)c2cccs2)c2nccs2)cc1OC
→ 3 | 10 | 1 | 4 | 5 | -6 | 15 | -1.2 | -1
COc1ccccc1S(=O)(=O)Nc1cccc(S(=O)(=O)N2CCCC2)c1
→ 2 | 12 | 10 | 13 | 0 | -2 | -6 | 0.5 | -5
C/C(=N\S(=O)(=O)c1ccc(C)cc1)Nc1cc(C(C)C)c(O)cc1C
→ 4 | 19 | 10 | -7 | -3 | -2 | 8 | -0.3 | -4

Pulled by compound from above:
The line under a structure holds: CXCR6 block | CCR6 antag | APJ antag | Mdm2-MdmX inh | EBI2 antag | APJ agonist | tim23-1 inh | UPR CHOP act | XBP1 UPR activ
O=C(NC(=O)N1CCN(c2ccc([N+](=O)[O-])cn2)CC1)c1ccccc1F
→ 3 | 11 | 15 | -7 | 9 | -1 | 15 | 0.1 | 0
COc1cc(/C=C/C2=NNC(=O)CC2)cc(OC)c1OC
→ -6 | -1 | 3 | 18 | 3 | -2 | 4 | 1.3 | 0
COc1cc(Cl)cc(C=O)c1OCC(=O)O
→ -1 | 19 | -9 | -3 | 8 | 8 | 19 | 0.4 | -1
Cc1ccc2c(C)nc(Nc3nc(CSc4nnc(C)s4)cc(=O)[nH]3)nc2c1
→ -2 | 7 | 6 | 26 | 6 | -5 | 16 | 1.3 | 5

Continued.
The line under a structure holds: CXCR6 block | CCR6 antag | APJ antag | Mdm2-MdmX inh | EBI2 antag | APJ agonist | tim23-1 inh | UPR CHOP act | XBP1 UPR activ
O=C(Cc1ccccc1)NCc1ccncc1
→ -6 | -2 | 8 | 14 | 2 | -1 | 6 | 0.6 | -3
CCN(CC)S(=O)(=O)c1ccc2c(c1)nc(CCC(=O)OCC(=O)Nc1c(F)cccc1F)n2C
→ 10 | -1 | -3 | -14 | 0 | 3 | 9 | 1.1 | -2
Cc1cc(C)cc(-n2ccnc2SCC(=O)Nc2ccc3c(c2)OCCO3)c1
→ 6 | 23 | 13 | -1 | -3 | -4 | 35 | -1.8 | -1
Cc1ccc(NC(=S)NC(=O)c2ccc(Br)o2)c(C)c1
→ 16 | 30 | 3 | -12 | 2 | -2 | -11 | 5.6 | 5
CNC(=O)c1ccc(-c2sc3nc(N4CCOCC4)c4c(c3c2N)CCCC4)o1
→ -7 | -29 | -25 | 49 | -10 | 8 | 35 | 2.5 | 12
CCN(Cc1ccccc1)C(c1cc2cc(C)ccc2[nH]c1=O)c1nnnn1CCOC (stereo not given)
→ 4 | -10 | 11 | -6 | 1 | -1 | 16 | -1.1 | 0
O=C(N/N=C/C1CC=CCC1)c1ccc(O)cc1O (stereo not given)
→ 3 | 5 | 1 | -1 | -4 | -1 | 6 | 1.6 | 1
CC(=O)/C(=N/Nc1ccc([N+](=O)[O-])cc1)N1CCCc2ccccc21
→ 7 | 32 | 10 | 40 | 19 | -5 | 18 | -0.3 | 0
C=CCn1c(SCC(=O)c2cc(C)n(C(C)COC)c2C)nc2sc(C)c(C)c2c1=O (stereo not given)
→ 18 | -5 | 2 | 39 | 1 | -3 | 3 | 0.3 | -2
COc1ccc(-n2cnnc2SCC(=O)N2CCN(S(=O)(=O)c3ccccc3)CC2)cc1
→ -2 | -1 | -14 | 7 | -9 | -2 | 10 | 0.8 | 0
Cc1cccc(C(=O)n2c(=S)nc3ccccn32)c1
→ 1 | 14 | 8 | -61 | -4 | -1 | 24 | -3.0 | -4
COc1ccc(NC(=O)Nc2nnc(CC(=O)NCc3ccccc3)s2)cc1
→ -6 | -7 | 4 | 27 | -10 | -2 | -16 | -0.7 | 2
COC(=O)c1cccc(NC(=O)Cc2coc3cc(OC)ccc23)c1
→ 16 | 18 | 7 | 14 | 17 | -3 | 16 | 0.6 | -3
CC(C)OCCCn1c(SCC(=O)N2CCc3ccccc32)nc2ccccc2c1=O
→ 15 | 16 | 29 | 31 | 19 | -4 | 5 | 5.9 | -1
CCSc1ncc(C)cc1[N+](=O)[O-]
→ 10 | -6 | 1 | -9 | -18 | 5 | 13 | 0.0 | -1
c1ccc(-c2nc3ccccc3o2)nc1
→ -6 | -7 | -3 | -9 | -14 | 0 | 6 | 1.1 | 9
